Bioassay records deposited in PubChem BioAssay by National Center for Advancing Translational Sciences (NCATS).
DT40 TDP1 CPT: qHTS for Inhibitors of human tyrosyl-DNA phosphodiesterase 1 (TDP1): qHTS in cells in presence of CPT; 420,000 tested, 12% active; Potency, µM (titrated, usually from 46.2 µM), without a hit: at the top dose activity change, negative = growth inhibition, most hits filed as inhibitors; AID 686979, 2013; chicken DT40 Tdp1-/-;hTDP1 cells + 20 nM CPT, ATP luminescence, 48 h; further: nearly all actives have a fitted effect of over 55% in size
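Chicken DT40 Tdp1-/- cells complemented with human TDP1, 400 cells/well, exposed to compounds plus 20 nM camptothecin for at least 48 h at 37 C; viability read as ATP content by CellTiter-Glo luminescence.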
GCN5L2 inh: qHTS Assay for Inhibitors of GCN5L2. Potency, µM (highest dose often 58.9 µM), inactives show at the highest dose activity change, negative = inhibition, usual class: inhibitors. AID 504327, 2011. Histone acetyltransferase KAT2A (Homo sapiens), Q92830. 390,000 tested, 0.21% active. GCN5L2 HAT assay, ThioGlo1 CoA-SH fluorescence
Target sequence (Q92830 whole entry, looked up): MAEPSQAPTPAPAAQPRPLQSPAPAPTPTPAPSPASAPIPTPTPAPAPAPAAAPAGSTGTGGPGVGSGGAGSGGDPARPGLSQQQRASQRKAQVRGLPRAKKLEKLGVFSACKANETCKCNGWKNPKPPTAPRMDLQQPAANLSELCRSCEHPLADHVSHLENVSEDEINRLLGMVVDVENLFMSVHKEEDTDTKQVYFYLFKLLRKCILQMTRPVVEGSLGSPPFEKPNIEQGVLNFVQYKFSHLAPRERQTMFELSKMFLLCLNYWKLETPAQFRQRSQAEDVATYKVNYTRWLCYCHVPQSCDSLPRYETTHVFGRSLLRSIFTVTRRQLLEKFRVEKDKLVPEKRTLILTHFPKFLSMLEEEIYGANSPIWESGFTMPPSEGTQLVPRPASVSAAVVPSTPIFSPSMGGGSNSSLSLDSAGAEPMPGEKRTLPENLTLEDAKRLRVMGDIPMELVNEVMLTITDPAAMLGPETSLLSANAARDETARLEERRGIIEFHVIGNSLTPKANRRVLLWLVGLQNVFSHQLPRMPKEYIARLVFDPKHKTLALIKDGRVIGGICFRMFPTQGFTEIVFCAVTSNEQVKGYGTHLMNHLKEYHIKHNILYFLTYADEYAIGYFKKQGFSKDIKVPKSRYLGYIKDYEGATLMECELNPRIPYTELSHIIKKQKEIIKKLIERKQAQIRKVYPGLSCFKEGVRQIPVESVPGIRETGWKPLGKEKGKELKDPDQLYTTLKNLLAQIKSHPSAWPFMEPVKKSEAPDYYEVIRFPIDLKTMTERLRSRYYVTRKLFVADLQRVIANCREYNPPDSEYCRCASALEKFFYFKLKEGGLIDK
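GCN5L2 (20nM final) in 50mM HEPES, 0.1mM EDTA pH 7.5, 0.01% Tween-20 was preincubated 15 min at room temperature with compound, then given ThioGlo1 (50uM), H3(1-25) peptide (75uM) and acetyl-CoA (70uM); CoA-thiol fluorescence (Ex340/Em540) was read at 0 and 20 min.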
TDP1 cell noCPT: qHTS for Inhibitors of human tyrosyl-DNA phosphodiesterase 1 (TDP1): qHTS in cells in absence of CPT | DT40 Tdp1-/- hTDP1 cells, no CPT, ATP luminescence, 48 h | Potency, µM (highest dose often 46.2 µM), inactives show at the highest dose activity change, negative = growth inhibition, actives largely listed as inhibitors | 420,000 tested, 15% active; further: nearly all actives have a fitted effect of over 55% in size
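DT40 Tdp1-/-;hTDP1 cells, no CPT (DMSO vehicle only), 400 cells/well; compounds pin-transferred; ≥48 hr, 37 °C; CellTiter-Glo 30 min RT dark, luminescence read.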
* = called active by the depositor; ? = inconclusive; · = no result given; & = joins results of further samples; [ ] = dose if it differs, or a comment. The call rests on the fitted dose curve; in most records, active means well fitted curve in the direction sought with a large enough effect; inconclusive means small, poorly fitted or top-dose-only effect, or another doubt; inactive means no such curve, though single readings can be large; an effect the other way counts as inactive or inconclusive. On the % scale 0 is the no-effect control and ±100 the full control effect; potency means the concentration at half of the fitted maximal effect. Some of the compounds tested, so the mix of outcomes need not match the whole.

Order of results – TDP1 cell noCPT, GCN5L2 inh, DT40 TDP1 CPT
COc1ccc(COCC(O)CN2CCCCC2)cc1OC (centres undefined)
    -19%, -6%, 0%
Cc1ccc2nc3c(c(Nc4ccccc4)c2c1)CCC3
    ?, 3%, ?
Cc1cccc(NC(=O)CSc2cn[nH]n2)c1
    1%, -1%, -6%
CN1C(=O)C(C)(C)c2cc(S(=O)(=O)N3CCCC3C(=O)NCc3ccc(F)cc3)ccc21 (centres undefined)
    -20%, -5%, 1%
Cc1cnc(-c2nc3ccccc3n2C(C(=O)Nc2c(C)cccc2C)C2CC2)cn1 (centres undefined)
    ?, ·, ?
CC1(C)C(=O)C=C(N2CCCCC2)c2ccccc21
    ?, ·, ?
Cn1c(=O)c2c(ncn2CC(=O)N2CCN(c3ccccc3F)CC2)n(C)c1=O
    2%, -2%, -7%
COc1ccc(C(=O)c2c(C(F)(F)F)oc3c2C(=O)c2ccccc2C3=O)cc1OC
    5.8µM*, 6%[0.501 µM], 2.3µM*
CCOC(=O)N1C2C=CC(C2)N1C(=O)OCC
    -9%, ·, 13%
O=C(OCC(=O)N1CCCc2ccccc21)c1ccc(C(F)(F)F)cc1
    -5%, -11%, 0%
O=C(CCC1CCCC1)NCc1ccccn1
    -2%, -9%, -21%
O=C(Nc1ccc(F)cc1)Nc1ccccc1NS(=O)(=O)c1cccs1
    -17%, -12%, -1%
COCCn1c(-c2ccc(OC(F)(F)C(F)C(F)(F)F)cc2)nc2c1c(=O)[nH]c(=O)n2CC(C)C (centres undefined)
    ?, -16%, 21µM*
Cc1nn(CC(=O)NCCc2ccccc2)c(C)c1[N+](=O)[O-]
    2%, -3%, ?
Cc1cc(C)c(NC(=O)CNC(=O)c2ccc(-n3cncn3)c([N+](=O)[O-])c2)c(C)c1
    -16%, 2%, ?
CC1=C(C(=O)N2CCOCC2)CC(CC(=O)NCC2CCCCC2)C(=O)N1Cc1ccc(F)cc1 (centres undefined)
    ?, ·, ?
CCOCCCNC(=O)c1c[nH]c2ccc(S(=O)(=O)Nc3cccc(Cl)c3C)cc2c1=O
    -27%, -9%, 4%
NC(=O)CC(NC(=O)Cc1cccc2ccccc12)c1ccc(NCc2ccc(F)c(F)c2)c([N+](=O)[O-])c1 (centres undefined)
    -14%, -4%, 5%
COC(=O)[C@@]12CCCN1[C@H](c1ccc(-c3ccc(F)cc3)cc1)[C@H]1C(=O)N(C)C(=O)[C@H]12
    ?, -18%, ?
COc1ccc(OC)c(NC(=O)Nc2c(C)n(C)n(-c3ccccc3)c2=O)c1
    -10%, -14%, -11%
Cc1ccccc1NC(=S)NCCO
    15%, -5%, 4%
NC(=O)CC(NC(=O)Cc1cccc2ccccc12)c1ccc(N2CCc3ccccc3C2)c([N+](=O)[O-])c1 (centres undefined)
    ?, -1%, 16µM*
COc1ccc(NC(=O)CSc2nc(-c3ccco3)cc(C(F)(F)F)n2)c(OC)c1
    -12%, -2%, -8%
COc1ccccc1CN1C(=O)C2CC=CCC2C1=O (centres undefined)
    3%, 2%, 4%
O=C(Nc1csnn1)c1csnn1
    2%, -15%, -1%
CC(C1CC1)N(Cc1ccccc1)C(=S)Nc1ccccc1 (centres undefined)
    23µM*, -3%, 15µM*
CCOC(=O)C1(Cc2ccccc2C)CCCN(C(=O)c2ccc(COC)o2)C1 (centres undefined)
    ?, -12%, ?
Cc1ccc(S(=O)(=O)NCCC(=O)Nc2nnc(C3CC3)s2)cc1C
    -1%, 1%, -1%
CCSc1nnc2ccc(-c3ccc(OC)c(OC)c3)nn12
    23µM*, -13%, ?
CC(OC(=O)/C=C/c1ccco1)C(=O)Nc1cccc([N+](=O)[O-])c1 (centres undefined)
    18µM*, -22%, 18µM*
Cc1ccc(SCC(=O)Nc2ccc3c(c2)C(=O)N(C)C3=O)cc1
    -19%, -5%, 9%
Cc1cc(C(=O)OCC(=O)c2ccc3c(c2)OCCO3)c(C)o1
    -30%, -4%, 0%
COc1ccc2c(CC(=O)OCC(=O)Nc3sc4c(c3C#N)CCC(C)C4)coc2c1 (centres undefined)
    -12%, -3%, -1%
CCCNC(=O)COC(=O)c1ccc(Cl)c(S(=O)(=O)N2CCCC2)c1
    2%, -2%, -18%
Cc1cccc(NC(NC(=O)c2ccccn2)C(Cl)(Cl)Cl)c1 (centres undefined)
    -9%, -7%, -27%
Cc1ccc(N=C2C(=O)Nc3ccccc32)cc1C
    7%, -4%, 8%
COc1ccc(/C=N/NC(=O)c2nc(-c3ccccc3)cc(-c3ccccc3)n2)cc1
    26µM*, -1%, ?
COc1ccc(C(=O)N/C(=C\c2ccc3c(c2)OCO3)C(=O)N2CCOCC2)cc1
    -14%, -1%, -17%
Cc1ccc(C(=O)N2CCN(Cc3ccc4c(c3)OCO4)CC2)cc1C
    -24%, 1%, -23%
CCN(CC)c1ccc(/C=N/NC(=O)CNC(=O)c2cccs2)cc1
    -28%, -5%, 2%
CCN1C(=O)[C@H]2[C@@H](c3ccc(OC)cc3)N[C@]3(CCCN(Cc4ccc(Cl)cc4)C3=O)[C@H]2C1=O
    ?, ·, ?
CC[N+](C)(C)CCN(Cc1ccc(Cl)cc1)c1ccccn1
    9.2µM*, -3%, 18µM*
COc1cc2[nH]c3c(Cl)ncnc3c2cc1OC
    21µM*, -9%, ?
CCOc1ccccc1C(=O)N1CC(=O)Nc2ccc(Cl)cc2C1c1ccccc1 (centres undefined)
    ?, -6%, 21µM*
CCOc1ccc(CNC(=O)Cn2ccc3cc(S(=O)(=O)N4CCCC4)ccc32)cc1
    -14%, 0%, -29%
CCOc1ccc(NC(=O)Cn2c(=O)n(CC3CCCO3)c(=O)c3ccccc32)cc1 (centres undefined)
    -25%&-21%, -7%&2%, -13%&-15%
Cc1ccc(S(=O)(=O)N2CCOCC2)cc1NC(=O)CNC1CCCC1
    -15%, -20%, -3%
C=C(C)CN1CCN(c2c(CCC#N)c(C)c(C#N)c3nc4ccccc4n23)CC1
    ?, -15%, ?
O=C(NCCn1cc(SCc2ccc(Br)cc2)c2ccccc21)c1cccs1
    23µM*, -14%, 23µM*
NS(=O)(=O)c1ccc(CCNC(=O)c2ccc(C#CC3(O)CCCCC3)cc2)cc1
    2.6µM*, -8%, 21µM*
O=C(CC1Sc2ccccc2NC1=O)NCc1cccc(Cl)c1 (centres undefined)
    1%, -6%, 2%
Cc1cc(Nc2cccc(C(F)(F)F)c2)ncn1
    ?, 0%, -24%
COC(=O)c1cc2oc3ccccc3c2n1Cc1cccc(C)c1
    ?, -2%, -27%
COC(=O)COc1ccc(C(C2C(=O)CC(C)(C)CC2=O)C2C(=O)CC(C)(C)CC2=O)cc1
    13%, 0%, -4%
Cc1cc(C)nc(NS(=O)(=O)c2ccc(N=NN(C)C)cc2)n1
    -21%, -3%, -12%
O=C(O)CC1S/C(=N/N=C/c2ccccn2)NC1=O (centres undefined)
    -11%, 3%, -8%
Cc1cc2nc(CN(C)C(=O)C3CCC(=O)N(C4CCCC4)C3)[nH]c2cc1C (centres undefined)
    -14%, ·, 2%
CC(=O)OCC1=C(C(=O)O)N2C(=O)C(NC(=O)C(C)Cn3cc(Cl)cn3)C2SC1 (centres undefined)
    9%, -3%, 1%
Cc1ccccc1OCC(=O)NCCCNC(=O)c1ccccn1
    -12%, -3%, -3%
COc1ccc(-c2noc(CSc3nc(C)cc(=O)[nH]3)n2)cc1OC
    ?, 0%, ?

New compounds follow:
Order of results – TDP1 cell noCPT, GCN5L2 inh, DT40 TDP1 CPT
O=C(C(=O)N1CCN(c2ccc(F)cc2)CC1)N1CCCCC1
    -2%, -7%, 9%
Cc1cc2ncn(/N=C/c3ccc([N+](=O)[O-])o3)c2cc1C
    13µM*, -6%, 13µM*
COc1ccccc1NCc1nnc(SCC(=O)N/N=C/c2ccco2)n1-c1ccc(Cl)cc1Cl
    10%, -8%, -14%
O=C(N/N=C1/CCS(=O)(=O)c2ccc(F)cc21)c1cccnc1
    15%, 0%, 6%
Cc1cc(N2CCCCC2)nc2ccc(NC(=O)/C=C/c3ccccc3OC(C)C)cc12
    10µM*, -21%, 7.3µM*
Cc1cc(-c2ccccc2)cc(C)n1
    -12%, ·, -1%
CCOC(=O)c1[nH]c(C)c(CCC(=O)Nc2ccc(Br)c(C)c2)c1C
    ?, -5%, ?
COc1ccc(-c2csc(N3CCN(c4cc(C)nc5ccccc45)CC3)n2)cc1OC
    15µM*, -12%, 15µM*
C=CCN1C(=O)C(CC(=O)Nc2ccc(C)cc2)SC1=Nc1c(C)n(C)n(-c2ccccc2)c1=O (centres undefined)
    9%, -14%, -6%
COc1ccc(OC)c(CN2CCSCC2)c1
    -15%, -2%, 2%
CCc1nnc(NS(=O)(=O)c2ccc(NC(=O)c3cccc(Br)c3)cc2)s1
    -2%, -2%, -3%
CCCNC(=O)C1(C)CCCN(C(=O)c2ccc3ccccc3c2)C1 (centres undefined)
    ?, ·, -19%
COC(=O)c1sccc1NC(=O)c1cnc2cc(C)nn2c1C
    16%, -19%, 12%
CCOCCCn1c(=NC(=O)c2cccnc2)c(C(=O)OCC)cc2c(=O)n3ccccc3nc21
    ?, -14%, ?
CCOc1cccc(C=Nc2cc(C)cc(C)c2O)c1O
    ?, -11%, 15µM*
COc1ccc2cc(/C(C)=N/NC(=O)C3CC3)ccc2c1
    -9%, 2%, -2%
COc1ccc(Cn2c(O)c(/C=N/NC(=O)c3cccnc3)c3ccccc3c2=O)cc1
    23µM*, -7%, 15µM*
Cc1onc(-c2ccccc2Cl)c1C(=O)Nc1nnc(-c2ccc(Br)cc2)s1
    ?, -26%, 16µM*
CCCNC(=O)C1(C)CCN(C(=O)C(c2ccccc2)c2ccccc2)C1 (centres undefined)
    ?, ·, -25%
CC(C)Cc1csc(NC(=O)c2ccc(Br)cc2)c1C(=O)O
    0%, -5%, -5%

Structural class: those above containing a CF3 group
Order of results – TDP1 cell noCPT, GCN5L2 inh, DT40 TDP1 CPT
COc1ccc(C(=O)c2c(C(F)(F)F)oc3c2C(=O)c2ccccc2C3=O)cc1OC
    5.8µM*, 6%[0.501 µM], 2.3µM*
O=C(OCC(=O)N1CCCc2ccccc21)c1ccc(C(F)(F)F)cc1
    -5%, -11%, 0%
COCCn1c(-c2ccc(OC(F)(F)C(F)C(F)(F)F)cc2)nc2c1c(=O)[nH]c(=O)n2CC(C)C (centres undefined)
    ?, -16%, 21µM*
COc1ccc(NC(=O)CSc2nc(-c3ccco3)cc(C(F)(F)F)n2)c(OC)c1
    -12%, -2%, -8%
Cc1cc(Nc2cccc(C(F)(F)F)c2)ncn1
    ?, 0%, -24%

(listing goes on)
Order of results – TDP1 cell noCPT, GCN5L2 inh, DT40 TDP1 CPT
O=C(Nc1cccc(Cl)c1)c1csc(COCCO)n1
    -28%, ·, -28%
COc1c(O)cc(O)cc1O
    -19%, 1%, -18%
O=C(CSc1nc2c(c(=O)[nH]1)CCC2)Nc1ccccc1Cl
    1%, -6%, -22%
CN(C)S(=O)(=O)c1ccc(C(=O)Nc2cccc(C(=O)O)c2)cc1
    ?, ·, -17%
O=S(=O)(c1ccc2[nH]c3c(c2c1)CCCC3)N1CCN(c2cccc(C(F)(F)F)c2)CC1
    ?, -18%, ?
COC(=O)c1ccccc1NC(=O)Cn1c(=O)n(CCC(=O)NC2CCN(Cc3ccccc3)CC2)c(=O)c2ccccc21
    ?, -7%, ?
O=C(Cn1ncc(Cl)c(Cl)c1=O)NC1CCS(=O)(=O)C1 (centres undefined)
    21µM*, -15%, 23µM*
COCCNC(=O)C1CCCN(Cc2ccc(-c3ccccc3)cc2)CC1 (centres undefined)
    -15%, ·, ?
COc1cc(Br)cc(-c2nc3c(c(=O)[nH]c(=O)n3Cc3ccccc3)n2C)c1O
    23µM*, -7%, 16µM*
COC(=O)c1cccc(NC(=O)CSc2nc(O)c(-c3ccccc3)c(=O)[nH]2)c1
    17%, 2%, -1%
CC(C)CC1C(=O)N(Cc2cn(CC3CCCCC3)nn2)CCS(=O)(=O)N1Cc1ccc(-c2cccc(C#N)c2)cc1 (centres undefined)
    ?, ·, 21µM*
COc1ccc(OC(C)c2ccc(C#N)c(=O)[nH]2)cc1 (centres undefined)
    -1%, 4%, 9%
COc1ccc(OC)c(NC(=O)COC(=O)Cc2ccc(Br)cc2)c1
    -21%, -15%, -6%
